# Screening results deposited in PubChem BioAssay by National Center for Advancing Translational Sciences (NCATS).
# Caspase-7 inhib – caspase-7 (human) inhibition, allosteric or competitive; P55210; recombinant caspase-7, Ac-DEVD-AFC fluorescence rate; Potency, µM (titrated, usually from 57.5 µM), inactives show at the highest dose activity change, negative = inhibition, actives largely listed as inhibitors; 75,000 compounds, 0.02% hits; AID 889; active means well fitted inhibition curve with a large enough effect in the main read-out, with a control signal flat, not every such curve was filed as active; inconclusive means small, poorly fitted or top-dose-only effect, or a change in a side signal; further: potency means the concentration at half of the fitted maximal effect; % of control where 0% means no effect
# HEK293 cAMP cs – parental HEK293 cAMP activation (counter-screen); AID 938; Potency, µM (highest dose often 57.1 µM), without a hit: top-dose activation, most hits filed as activators; 73,000 compounds, 2.5% hits; parental HEK293 CNG cAMP sensor, membrane potential fluorescence; further: potency means the concentration at half of the fitted maximal effect; % of control where 0% means no effect; nearly all actives have a fitted effect of over 55% in size
#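 Parental HEK 293 cells stably expressing a modified CNG channel (no TSHR) report cAMP rise as membrane depolarization. Membrane potential dye with 100 uM RO 20-1724 was loaded for 60 min at room temperature, then compound added for 30 min; fluorescence read at 590 nm.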
# Texas Red fluor – compounds fluorescent in Texas Red spectral region; Compound fluorescence, Texas Red channel, 547/618 nm; hits give high values; max dye-equivalent concentration, M; 59,000 compounds, 0.06% hits; AID 587; in the data active means max dye-equivalent concentration above about 10 nM; inconclusive means between about 1.1 nM and that limit
#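 Texas Red-region profiling: compounds in 100 mM Tris pH 8.0 were read at 547/618 nm after 15 min at room temperature. Intensities were normalized against a six-point Texas Red standard series to give dye-equivalent concentration.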
# BRCT PPI green – BRCA1 BRCT-phosphoprotein interaction inhibition. 75,000 compounds, 0.05% hits. AID 875. BRCA1 BRCT-phosphopeptide binding, green fluorescence polarization. Potency, µM (doses to about 76.9 µM), for the others: top-dose activity change, negative = inhibition, hits mostly inhibitors. P38398;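 further: potency means the concentration at half of the fitted maximal effect; plate controls were peptide without protein for full effect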
#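 Compounds were incubated for 12 min at room temperature with a complex of 100 nM fluorescein-tagged pBACH1 decapeptide and 250 nM His-tagged BRCT protein. Buffer was phosphate pH 7.3 with EDTA, DTT and Tween 20. Disruption of binding lowers the polarization signal.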
# Rhodamine autofl – compound autofluorescence in rhodamine spectral region; Rhodamine-region fluorescence, 547/598 nm, Tris buffer; hits give high values; 59,000 compounds, 0.05% hits; max dye-equivalent concentration, M; in the data active means max dye-equivalent concentration above about 11 nM; inconclusive means between about 1.1 nM and that limit
#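 Steps: pin-transfer compounds into pH 8.0 Tris (100 mM), hold 15 min at room temperature, image with a 547/598 nm filter pair, and convert intensities to rhodamine-equivalent concentration using a six-point on-plate rhodamine series.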
# Casp1 inh – blocks human caspase-1 allosterically or competitively; P29466; Caspase-1 enzyme, Ac-WEHD-AFC fluorogenic rate; Potency, µM (titrated, usually from 57.5 µM), without a hit: top-dose activity change, negative = inhibition, actives largely listed as inhibitors; 75,000 compounds, 0.03% hits;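 further: potency means the concentration at half of the fitted maximal effect; plate controls were vehicle for no effect and no substrate for full effect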
# USP2a inh – USP2a (human) protease inhibition; Potency, µM (highest dose often 38.3 µM), without a hit: at the highest dose activity change, negative = inhibition, usual class: inhibitors; USP2a enzymatic assay, qHTS inhibition; 60,000 compounds, 0.1% hits; O75604;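 further: potency means the concentration at half of the fitted maximal effect; nearly all actives have a fitted effect of over 60% in size; plate controls were DMSO for no effect and NEM full inhibition control for full effect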
#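 USP2 core (20nM final) preincubated 30 min RT with compound, then Ub-PLA2 20nM and NBD C6-HPC 20uM final added; buffer 20mM Tris-HCl pH 8.0, 2mM CaCl2. Fluorescence Ex 460/Em 535 read at 0 and 2.5 h; normalized to NEM.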
# 4-MU autofl – 4-MU region autofluorescence; compound autofluorescence, 340/450 nm, 4-MU equivalents; hits give high values; max dye-equivalent concentration, M; 59,000 compounds, 11% hits; AID 589; in the data active means max dye-equivalent concentration above about 10 nM; inconclusive means mostly about 1.1 nM to 9.6 nM
#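 Compounds in 100 mM Tris, pH 8.0, incubated 15 min at room temperature, then fluorescence read at 340 nm excitation/450 nm emission. Signal converted to 4-MU dye-equivalent concentration using an on-plate six-point 4-MU standard curve.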
# Fluorescein autfl – compound autofluorescence in fluorescein spectral region | Compound autofluorescence, 480/540 nm, fluorescein-equivalent; hits give high values | max fluorescein-equivalent concentration, M | AID 593 | 59,000 compounds, 0.91% hits; in the data active means max fluorescein-equivalent concentration above about 10 nM; inconclusive means between about 1.1 nM and that limit
#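 Tris 100 mM pH 8.0; 15 min RT; CCD read, ex 480/em 540 nm. Output: fluorescein-equivalent concentration per compound concentration, from six-point dye series on each plate.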
# A350 fluor – compound fluoresces in the Alexa 350 spectral region. AID 590. 59,000 compounds, 11% hits. max dye-equivalent concentration, M. Compound autofluorescence, 340/450 nm, Alexa 350 dye-equivalents; hits give high values; in the data active means max dye-equivalent concentration above about 10 nM; inconclusive means mostly about 1.1 nM to 9.6 nM
# BRCT PPI red – BRCT-phosphoprotein interaction inhibition (red fluorophore). BRCT-phosphopeptide binding, red fluorescence polarization. Potency, µM (doses to about 76.9 µM), for the others: at the highest dose activity change, negative = inhibition, hits mostly inhibitors. 75,000 compounds, 0.03% hits. P38398. AID 892; further: on the % scale 0 is the no-effect control and ±100 the full control effect
#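 Rhodamine-labelled pBACH1 10-mer (100 nM) bound to BRCT domain (100 nM) at pH 7.3; compounds incubated 12 min room temperature, polarization read. Free peptide defines full inhibition; unlabelled decapeptide titrated as control.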
# Active calls of the source: *; i = inactive; ? = inconclusive; nt = no result given; & = joins results of further samples; [ ] = another dose, or the depositor's remark. Unless noted, the call rests on the fitted dose curve; in most records, active means well fitted curve in the direction sought with a large enough effect; inconclusive means small, poorly fitted or top-dose-only effect, or another doubt; inactive means no such curve, though single readings can be large; an effect the other way counts as inactive or inconclusive.
SMILES,Caspase-7 inhib,HEK293 cAMP cs,Texas Red fluor,BRCT PPI green,Rhodamine autofl,Casp1 inh,USP2a inh,4-MU autofl,Fluorescein autfl,A350 fluor,BRCT PPI red
O=C1c2ccccc2NC(c2cnc3ccccc3n2)N1O (stereo unspecified),-1.2%,0.3%,i,-1.1%,i,0.0%,-14.4%,?,i,?,-0.2%
COc1ccc(S(=O)(=O)NC2CC(C)(C)NC(C)(C)C2)c(C)c1C,0.5%,4.0%,i,-2.6%,i,-1.5%,-1.1%,i,i,i,-0.6%
COc1ccccc1S(=O)(=O)Cc1ccc(C(=O)NC(C)c2ccc3c(c2)OCCO3)o1 (stereo unspecified),0.6%,18.9%,?,-1.2%,i,0.3%,25.3%,i,i,i,-1.0%
CC(C)(Sc1ccc(CCN(CCCCC2CCCCC2)C(=O)NC2CCCCC2)cc1)C(=O)O,?,20.1%&21.4%,i,?,i,-12.0%,23.8%,i,?,i,-15.4%
COC(=O)[C@H](CCSC)NC(=O)Nc1ccc(C)cc1,0.3%,-4.5%,?,0.0%,i,0.7%,-1.9%,i,i,i,0.5%
N#Cc1c(N)c(C(=O)c2ccccc2)n2c1CCC2,-1.3%,-2.8%,i,1.2%,i,-1.1%,-5.2%,i,i,i,-1.1%
CC(NS(=O)(=O)c1ccc(Cl)cc1)C(c1cccs1)N1CCN(C)CC1 (stereo unspecified),0.8%,15.4%,i,0.0%,i,-0.5%,1.0%,i,i,i,1.3%
COc1ccc(/C(C)=N\n2cnnc2)cc1,-1.1%,6.3%,nt,-1.4%,nt,-0.3%,-4.2%,nt,nt,nt,-0.2%
CSC1=N/C(=C\c2ccc(C)o2)C(=O)S1,-6.2%,3.5%,nt,-0.2%,nt,-4.5%,5.4%,nt,nt,nt,-1.8%
O=C(Nc1ccc2nn(-c3ccccc3)nc2c1)c1cccnc1,0.9%,21.7%,i,-0.8%,i,-2.4%,2.9%,?,i,?,-0.1%
O=C(O)C1=CCCNC1,-0.7%&2.7%&4.0%,4.7%&-42.0%,?,-1.7%&-0.8%&-1.0%,i,-5.0%&0.1%&-1.4%,-2.5%&2.6%,i,i,i,-0.2%&-1.2%&-2.8%
O=C(CCc1ccccc1)Nc1nc2ccc(S(=O)(=O)N3CCOCC3)cc2s1,-0.6%,-1.1%,?,-1.0%,i,1.5%,13.5%,i,i,i,-0.6%
COc1ccc2c(c1)c(C(=O)N1CCN(C)CC1)c(C)n2-c1ccccc1,0.1%,31.4%,i,-2.7%,i,-0.5%,9.5%,i,i,i,0.8%
Cc1cc(C)n(CC(O)COCc2ccco2)n1 (stereo unspecified),0.6%,3.1%,i,0.4%,i,0.4%,-3.4%,i,i,i,0.1%
O=C(c1[nH]o[n+](=O)c1C(=O)c1csc2ccccc12)c1csc2ccccc12,-1.8%[11.5 µM],9.3%[11.4 µM],i,0.4%[15.4 µM],i,-1.2%[11.5 µM],nt,i,i,i,0.4%[15.4 µM]
O=S1(=O)N=C(Nc2nc3c(s2)CCCC3)c2ccccc21,-0.3%,-3.6%,i,-1.3%,i,-2.1%,-3.8%,i,i,i,1.1%
Cc1csc(C(C#N)C(=O)c2ccc(S(=O)(=O)N3CCCC3)cc2)n1 (stereo unspecified),nt,?,i,-1.8%,i,-7.2%,8.2%,i,i,i,-0.3%
COc1ccc(NC(=O)C2C3C=CC(C3)C2C(=O)NCc2ccco2)cc1 (stereo unspecified),2.0%,5.7%,i,-2.4%,i,-0.9%,nt,i,i,i,0.0%
O=C(CN1C2=NCCCN2c2ccccc21)c1ccc(Br)s1,0.0%,23.3%,i,-2.8%,i,0.6%,2.2%,i,i,i,0.7%
Cc1cc2nc([C@H](C)C(=O)c3ccc(Cl)cc3)c(=O)[nH]c2cc1C,-4.1%[11.5 µM],-3.3%[11.4 µM],i,12.2%[15.4 µM],i,-5.7%[11.5 µM],nt,?,?,?,-0.6%[15.4 µM]
Cc1ccc(-c2cc(C(=O)NCc3ccco3)c3ccccc3n2)o1,1.3%,4.8%,i,-0.2%,i,0.9%,14.9%,3.42e-07M*,i,3.94e-07M*,0.0%
CC(C)c1ccc(OCc2nc(-c3ccccn3)no2)c(Br)c1,-3.1%,?,i,3.0%,i,-4.6%,2.7%,i,i,i,-1.2%
CC1CN(c2nc3c(c(=O)n(C)c(=O)n3C)n2Cc2c(Cl)cccc2Cl)CC(C)O1 (stereo unspecified),-0.9%,21.0%,i,-0.3%,i,0.0%,9.7%,i,?,i,1.5%
CC(C)C(C(=O)NCc1ccco1)N(C(=O)CNS(=O)(=O)c1ccc(Cl)cc1)C1CCCC1 (stereo unspecified),-4.2%,2.5%,i,-1.7%,i,-1.1%,25.1%,i,?,i,-0.3%
Cc1cc(C)nc(SCCS(=O)(=O)Cc2ccccc2)n1,-0.1%,-0.5%,i,0.5%,i,1.4%,-0.6%,i,i,i,0.4%
SMILES,Caspase-7 inhib,HEK293 cAMP cs,Texas Red fluor,BRCT PPI green,Rhodamine autofl,Casp1 inh,USP2a inh,4-MU autofl,Fluorescein autfl,A350 fluor,BRCT PPI red
c1cc(-n2cnnn2)ccc1NC1=NCCC1,1.2%,3.9%,i,-2.9%,i,-0.2%,-0.7%,i,?,i,-1.1%
COc1ccc(N2CCN(c3oc(-c4ccc(OC)c(OC)c4)nc3C#N)CC2)cc1,-0.1%,15.0%,i,0.3%,i,-0.4%,13.2%,?,i,?,0.4%
CCn1c(=O)cc(N2CCCCC2)[nH]c1=O,0.1%,5.1%,i,-1.2%,i,2.1%,6.8%,i,i,i,-0.4%
O=C(O)Cn1c(SCCOc2ccccc2)nc2ccccc21,-0.2%,4.9%,i,0.7%,i,0.0%,-0.5%,i,i,i,1.7%
O=C(Cn1nc(C(F)F)cc1C1CC1)NCCC1=CCCCC1,0.3%,?,i,-1.0%,i,-0.1%,7.8%,i,i,i,-0.9%
CSc1nnc(Cc2cc(=O)[nH]c(=O)[nH]2)n1-c1cc(C)ccc1C,-1.4%,?,?,-1.1%,i,0.6%,-10.4%,i,?,i,-4.3%
Oc1ccc(CNCc2ccccc2)c2cccnc12,0.0%[11.5 µM],1.7%[11.4 µM],i,-1.9%[15.4 µM],i,-1.6%[11.5 µM],nt,i,i,i,-2.0%[15.4 µM]
CSc1nsc(NC(=O)Cc2ccccc2)n1,2.0%,?,i,0.5%,i,-1.2%,1.0%,i,?,i,-0.4%
O=C(c1cc(C(F)(F)F)cc(C(F)(F)F)c1)N1CCC2(CC1)CN(c1ccccn1)C2,-3.2%,5.2%,i,-3.0%,i,-3.5%,14.5%,i,i,i,-1.8%
N#Cc1nc(-c2ccc(Cl)cc2)oc1NCCc1ccccn1,0.3%,3.3%,?,-3.2%,i,0.2%,-1.8%,?,?,?,0.5%
Cc1cccc(NC(=O)CCNS(=O)(=O)c2cccc3nsnc23)c1,2.0%,0.2%,i,-2.6%,i,2.9%,5.0%,i,i,i,-2.8%
Cc1cc2nc(C)c(Cc3ccccc3)c(=O)n2[nH]1,-1.9%,28.2%,nt,-3.0%,nt,-1.3%,20.2%,nt,nt,nt,-1.3%
CN(CCOc1ccc(CC2SC(=O)NC2=O)cc1)c1ccccn1 (stereo unspecified),1.6%,nt,nt,-0.7%[3.08 µM],nt,0.2%,-12.0%,nt,nt,nt,0.9%
CCOC(=O)c1c(C)oc2ccc(NS(=O)(=O)c3ccc4c5c(cccc35)C(=O)N4)cc12,-16.9%,10.0%,i,1.6%,i,-16.1%,-86.2%,?,i,?,-1.6%
CCSc1ccccc1C(=O)Nc1cccnc1,-1.6%,7.9%,?,-1.1%,i,1.1%,-9.7%,i,i,i,0.7%
N#Cc1ccccc1CSc1nc(O)cc(=O)[nH]1,0.9%,1.8%,i,-0.7%,i,2.3%,2.9%,i,i,i,-1.6%
CCCNS(=O)(=O)c1ccc(CCC(=O)N2CCC(C)CC2)cc1,-0.7%,17.7%,i,-1.5%,i,-0.9%,6.5%,i,?,?,-0.4%
O=C(NCc1ccccn1)C1CCN(S(=O)(=O)N2CCCC2)CC1,1.6%,0.5%,i,-1.5%,i,-1.0%,-4.0%,i,i,i,0.3%
Cc1ccnc(N2CCC(C(=O)Nc3nnc(C)s3)CC2)n1,-0.4%,12.5%,i,-2.9%,i,0.0%,23.1%,i,i,i,0.8%
CCc1cc2c(nc1CC)CCN(CC/C(C)=N/O[C@@H](C)CN1CCCCc3nc(C)c(C)cc31)C2,-2.4%[11.5 µM],12.0%[11.4 µM],nt,0.6%[15.4 µM],nt,-1.9%[11.5 µM],nt,nt,nt,nt,1.0%[15.4 µM]

# A second format for 2 compounds above.
Compound | Caspase-7 inhib | HEK293 cAMP cs | Texas Red fluor | BRCT PPI green | Rhodamine autofl | Casp1 inh | USP2a inh | 4-MU autofl | Fluorescein autfl | A350 fluor | BRCT PPI red
Cc1ccnc(N2CCC(C(=O)Nc3nnc(C)s3)CC2)n1 | -0.4% | 12.5% | i | -2.9% | i | 0.0% | 23.1% | i | i | i | 0.8%
CCc1cc2c(nc1CC)CCN(CC/C(C)=N/O[C@@H](C)CN1CCCCc3nc(C)c(C)cc31)C2 | -2.4%[11.5 µM] | 12.0%[11.4 µM] | nt | 0.6%[15.4 µM] | nt | -1.9%[11.5 µM] | nt | nt | nt | nt | 1.0%[15.4 µM]

# An excerpt, so the mix of outcomes need not match the whole.
